# Fam108B inh – mouse Fam108B serine hydrolase inhibitors, primary screen, counter-screen for RBBP9 inhibitor project, biochemical, fluorescence polarization | recombinant Fam108B, FP-Rh probe fluorescence polarization | actives 0.33% (n = 300,000) | AID 1947, 2009 | inhibition, % at 9.51 µM;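 active = inhibition above the screen mean inhibition plus 3 SD, computed separately per campaign, cut at about 18% in these data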;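 also: inhibitors lower polarization as less probe binds the enzyme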
# GLD-1 TGE inh – GLD-1/TGE RNA complex disruptors, primary screen, biochemical, fluorescence polarization; purified GLD-1 + fluorescein TGE RNA; inhibition, % at 5.96 µM; actives 0.44% (n = 320,000); AID 2280, 2010;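 active = percent inhibition above a per-plate cutoff, the plate mean of test compounds plus 3 SD, cut at about 30% in these data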;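 also: 0% = DMSO wells with GLD-1 and probe and 100% = wells lacking GLD-1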
# PAFAH1B2 inh – PAFAH1B2 enzyme inhibitors, primary screen, biochemical, fluorescence polarization, human; AID 492953, 2010; recombinant PAFAH1B2, FP-rhodamine activity probe; inhibition, % at 3.39 µM; actives 1.2% (n = 340,000); Platelet-activating factor acetylhydrolase IB subunit alpha2 (Homo sapiens), P68402;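 active = inhibition above the mean of all tested compounds plus 3 SD, cut at about 24% in these data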;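 also: 0% = enzyme with DMSO and 100% = wells lacking PAFAH1B2; many of its hits are not listed in these tables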
# Target sequence (P68402 whole entry, looked up): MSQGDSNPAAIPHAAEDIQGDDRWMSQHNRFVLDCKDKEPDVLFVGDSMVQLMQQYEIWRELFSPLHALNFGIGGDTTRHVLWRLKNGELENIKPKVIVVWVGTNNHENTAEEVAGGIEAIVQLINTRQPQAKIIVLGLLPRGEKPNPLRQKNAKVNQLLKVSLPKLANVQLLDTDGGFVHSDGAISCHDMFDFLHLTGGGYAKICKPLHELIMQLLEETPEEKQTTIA
# AHR act – AHR activators, primary screen, cell-based, luminescence, luciferase reporter, human; Aryl hydrocarbon receptor (Homo sapiens), P35869; AHR-responsive luciferase reporter cells; activation, % at 5 µM; actives 2.5% (n = 320,000); AID 2796, 2010; in the data active = activation above about 47%;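 also: 0% = vehicle wells and 100% = reference agonist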
# PME-1 inh – PME-1 inhibitors via competitive probe labeling, primary screen, biochemical, fluorescence polarization, FP-Rh probe, HTS | recombinant PME-1 | inhibition, % at 5.9 µM | Protein phosphatase methylesterase 1 (Homo sapiens), Q9Y570 | actives 0.53% (n = 320,000);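 active = inhibition above the campaign mean of all compounds plus 3 SD, cut at about 26% in these data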;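 also: competitive labeling of PME-1 active site by serine hydrolase directed probe; 0% = PME-1 with DMSO and 100% = wells lacking PME-1 enzyme; inhibitors block probe labeling so polarization falls and inhibition rises; many of its hits are not listed in these tables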
# Target sequence (Q9Y570 whole entry, looked up): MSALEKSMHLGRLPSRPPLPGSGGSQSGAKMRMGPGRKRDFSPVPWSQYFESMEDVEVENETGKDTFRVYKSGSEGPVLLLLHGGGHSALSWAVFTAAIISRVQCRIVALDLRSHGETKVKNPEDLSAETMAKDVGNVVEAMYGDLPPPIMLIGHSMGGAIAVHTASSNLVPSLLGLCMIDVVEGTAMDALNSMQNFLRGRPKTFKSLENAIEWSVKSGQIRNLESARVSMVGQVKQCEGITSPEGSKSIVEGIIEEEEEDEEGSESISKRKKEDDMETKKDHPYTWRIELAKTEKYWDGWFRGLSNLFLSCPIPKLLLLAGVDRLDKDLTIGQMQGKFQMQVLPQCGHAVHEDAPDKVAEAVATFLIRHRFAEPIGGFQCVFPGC
# MCL1 BIM primary – inhibitors of MCL1 binding to BIM-BH3, primary screen, biochemical, fluorescence polarization; actives 0.68% (n = 320,000); inhibition, % at 10.9 µM; Induced myeloid leukemia cell differentiation protein Mcl-1 (Homo sapiens), Q07820; GST-MCL1 / FITC-Bim-BH3 fluorescence polarization;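 active = inhibition above the mean inhibition of all tested compounds plus 3 SD, set per campaign, cut at about 40% in these data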;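 also: 0% = DMSO wells and 100% = unlabeled Bim-BH3 peptide control; higher means more loss of mP so more displacement of Bim peptide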
# MEX-5 binding – MEX-5 zinc finger RNA-binding disruptors – biochemical, C. elegans, fluorescence polarization, MLPCN library, primary screen; Zinc finger protein mex-5 (Caenorhabditis elegans), Q9XUB2; MEX-5/FITC-TCR2 RNA binding; active compounds read low; activity score (negative = inhibition of binding), % at 10 µM; actives 0.38% (n = 300,000); AID 1832, 2009;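 active = inhibition past about -25% in most replicates, and total fluorescence under double the plate's negative control median, limit read from the data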;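 also: 0% = DMSO and -100% = 5 µM competing unlabeled TCR2 RNA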
# pPAFAH FP inh – pPAFAH enzyme inhibitors, primary screen, biochemical, fluorescence polarization, human; recombinant pPAFAH, FP-rhodamine probe fluorescence polarization; inhibition, % at 3.39 µM; actives 1.5% (n = 330,000); AID 463082, 2010;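 active = inhibition above the mean inhibition across the screen plus 3 SD, cut at about 25% in these data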;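 also: inhibitors block binding of the rhodamine activity-based probe so polarization drops; 0% = enzyme with DMSO and 100% = wells lacking pPAFAH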
# Bcl-xL primary – inhibitors of human Bcl-xL, primary screen, biochemical, fluorescence polarization, HTS. actives 0.7% (n = 320,000). Bcl-2-like protein 1 (Homo sapiens), Q07817. GST-Bcl-xL / FITC-Bim BH3 peptide fluorescence polarization. inhibition, % at 10.9 µM;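 active = inhibition above the mean of all tested compounds plus 3 SD, cutoff set per campaign, cut at about 30% in these data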;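 also: 0% = DMSO wells and 100% = unlabeled Bim-BH3 peptide competitor; inhibitors lower millipolarization by displacing the labeled peptide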
# Target sequence (Q07817 whole entry, looked up): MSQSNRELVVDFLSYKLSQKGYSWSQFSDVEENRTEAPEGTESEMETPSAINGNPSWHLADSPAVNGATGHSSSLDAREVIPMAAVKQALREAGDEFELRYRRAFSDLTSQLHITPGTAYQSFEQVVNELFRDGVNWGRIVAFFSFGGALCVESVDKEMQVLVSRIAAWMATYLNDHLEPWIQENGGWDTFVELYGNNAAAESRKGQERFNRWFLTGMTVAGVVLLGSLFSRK
# * hit, by the source's call; x = no result given. Some of the compounds tested (hit frequency here may not be typical).
smiles,Fam108B inh,GLD-1 TGE inh,PAFAH1B2 inh,AHR act,PME-1 inh,MCL1 BIM primary,MEX-5 binding,pPAFAH FP inh,Bcl-xL primary
CCCCCCSc1nsc(NC(C)=O)n1,-3,4,0,0,3,1,2.0,0,8
CCOCCn1c(CN2CCN(C)CC2)nc2c1c(=O)n(C)c(=O)n2C,-1,6,2,-1,0,4,0.8,0,4
c1ccc(CCNCCOc2ccccc2)cc1,-2,7,-1,0,-5,2,1.6,-1,-3
CCC1=CC(c2ccccc2)n2ncnc2N1 (stereo not given),-1,6,9,0,0,-1,-0.7,5,1
O=C(CC1(O)C(=O)N(C/C=C/c2ccccc2)c2ccccc21)c1ccccn1 (stereo not given),-2,-2,-2,0,-4,4,0.9,2,3
S=c1[nH]nc(-c2ccccc2)n1Cc1ccccc1,2,-2,12,1,1,-20,1.8,1,-24
O=C(NCCCn1ccnc1)c1ccc(S(=O)(=O)N2CCCCCC2)cc1,-2,0,2,23,0,-2,-2.9,5,5
Cc1ccc(CNC(=O)c2ccc(N3CCC4(CC3)CC(c3ccccc3)=NO4)c([N+](=O)[O-])c2)cc1,-5,-4,2,-1,-7,-4,2.3,-3,-2
COc1ccccc1NC(=O)NCCc1c[nH]c2ccccc12,0,1,6,10,-1,-5,-0.1,4,-4
COC(=O)CN(c1ccc2c(c1)OCCO2)S(=O)(=O)c1ccccc1,-3,6,7,3,-6,-1,-0.9,5,-6
COC(=O)c1cccnc1NC(=S)NNC(=O)c1ccccc1,-3,1,5,0,0,17,0.6,-1,17
C[C@@H](C(=O)NCCc1ccccc1F)N1C(=O)N2CCc3c([nH]c4ccccc34)[C@@]2(C)C1=O,1,5,7,5,-2,-1,0.8,4,1
O=C1CCN(Cc2ccccc2)CCN1[C@H](CSc1ccccc1)c1ccccc1,-1,0,8,1,3,7,-0.6,7,3
CCOC(=O)C1=C(CNCc2ccc(F)cc2)NC(=O)NC1c1cccc([N+](=O)[O-])c1 (stereo not given),-2,3,6,2,-2,9,-1.8,1,4
Cc1cc(NC(=O)CCC(=O)N(CC(=O)NCC2CCCO2)c2ccc(C)c(C)c2)no1 (stereo not given),2,4,-2,-2,-1,-1,0.1,4,3
Cc1ccc(S(=O)(=O)N(CC#N)CC#N)cc1,0,10,6,1,-5,2,0.0,2,-2
O=C(Nc1cccc(S(=O)(=O)N2CCOCC2)c1)c1ccc(Cl)c([N+](=O)[O-])c1,0,-3,0,12,-4,-15,2.9,4,-6
Cc1cccc(N2CCN(CC(=O)Nc3nccs3)CC2)c1C,1,-7,5,4,0,14,3.0,0,7
C/C(CCc1ccc2c(c1)OCO2)=N\N=C(/N)SC1CC(=O)N(c2ccccc2F)C1=O (stereo not given),1,7,1,7,0,11,0.2,7,2
O=C1CCC(C(=O)N2CCCCCCC2)CN1Cc1cccc(C(F)(F)F)c1 (stereo not given),3,7,-2,9,12,0,-2.5,3,3

# Copied from above for reference:
smiles,Fam108B inh,GLD-1 TGE inh,PAFAH1B2 inh,AHR act,PME-1 inh,MCL1 BIM primary,MEX-5 binding,pPAFAH FP inh,Bcl-xL primary
S=c1[nH]nc(-c2ccccc2)n1Cc1ccccc1,2,-2,12,1,1,-20,1.8,1,-24
O=C(NCCCn1ccnc1)c1ccc(S(=O)(=O)N2CCCCCC2)cc1,-2,0,2,23,0,-2,-2.9,5,5
Cc1ccc(CNC(=O)c2ccc(N3CCC4(CC3)CC(c3ccccc3)=NO4)c([N+](=O)[O-])c2)cc1,-5,-4,2,-1,-7,-4,2.3,-3,-2
COc1ccccc1NC(=O)NCCc1c[nH]c2ccccc12,0,1,6,10,-1,-5,-0.1,4,-4
COC(=O)CN(c1ccc2c(c1)OCCO2)S(=O)(=O)c1ccccc1,-3,6,7,3,-6,-1,-0.9,5,-6
COC(=O)c1cccnc1NC(=S)NNC(=O)c1ccccc1,-3,1,5,0,0,17,0.6,-1,17
C[C@@H](C(=O)NCCc1ccccc1F)N1C(=O)N2CCc3c([nH]c4ccccc34)[C@@]2(C)C1=O,1,5,7,5,-2,-1,0.8,4,1

# Back to the main list; the 2 compounds before the break are reprinted first.
smiles,Fam108B inh,GLD-1 TGE inh,PAFAH1B2 inh,AHR act,PME-1 inh,MCL1 BIM primary,MEX-5 binding,pPAFAH FP inh,Bcl-xL primary
C/C(CCc1ccc2c(c1)OCO2)=N\N=C(/N)SC1CC(=O)N(c2ccccc2F)C1=O (stereo not given),1,7,1,7,0,11,0.2,7,2
O=C1CCC(C(=O)N2CCCCCCC2)CN1Cc1cccc(C(F)(F)F)c1 (stereo not given),3,7,-2,9,12,0,-2.5,3,3
Cc1cccc(Nc2nc(Cl)ncc2F)c1C,0,1,1,0,-3,6,1.0,9,4
NC[C@H](Cc1ccccc1)NCCCCC1CCCCC1,x,6,7,-3,1,0,x,4,-2
COc1cc(/C=N/NC(=O)c2ccccc2O)ccc1OC(=O)CC1SC(=O)NC1=O (stereo not given),0,0,0,2,-2,6,-1.6,13,3
O=C(COc1ccccc1O)NCCN1CCOCC1,-2,-2,2,-10,0,-1,-0.1,2,5
N=c1n(CC(=O)c2ccc(Br)s2)c2ccccc2n1Cc1ccccc1,-9,-7,4,71*,-6,-6,-1.0,1,3
O=C(Nc1ccc(S(=O)(=O)N2CCOCC2)cc1)c1cc(S(=O)(=O)N2CCOCC2)ccc1Cl,1,3,-1,1,-2,-8,1.9,7,2
CC1Sc2ccc(S(=O)(=O)NCc3ccccc3)cc2NC1=O (stereo not given),2,11,13,1,5,5,2.2,9,7
O=c1[nH]c(/C=C2\C=Nc3ccccc32)c(O)n1Cc1ccccc1F,14,-5,0,16,24,0,-2.4,12,1
O=C(CN1CCN(c2ccc(F)cc2)CC1)Nc1ccccc1,-7,4,-3,5,3,4,3.4,-5,0
CCc1n[nH]c(=S)n1/N=C/c1ccc(N(CC)CC)cc1,-5,2,5,8,2,-9,3.6,2,-19
CCc1ccc(C(=O)C(C)OC(=O)c2cccc(S(=O)(=O)N3CCOCC3)c2)cc1 (stereo not given),1,-1,3,2,2,1,1.8,-4,2
O=C(Nc1ccc(N2CCN(C(=O)c3ccccc3)CC2)cc1)c1ccc2c(c1)OCCO2,1,-2,9,-13,2,3,-1.7,3,-6
COCCn1c(=O)[nH]c2cc(C(=O)N3CCN(c4cc(C)ccc4C)CC3)ccc2c1=O,-3,9,-4,1,0,4,1.7,2,3
O=C(Nc1cccc2ccccc12)NC1CCCc2ccccc21 (stereo not given),-6,-8,3,16,-5,-2,0.5,-1,1
CCN(C(=O)CSc1cc(C)c2cccc(C)c2n1)C1CCS(=O)(=O)C1 (stereo not given),-7,7,3,3,9,-3,-4.2,7,4
COc1ccc(CN2CCN(S(=O)(=O)c3ccccc3)CC2)c(OC)c1OC,-2,3,5,5,1,2,-0.1,0,4
CCOc1ccc(N2CC(C(=O)NCc3nnnn3-c3ccc(C)c(C)c3)CC2=O)cc1 (stereo not given),5,5,2,0,-2,1,0.1,6,4
COc1ccccc1CC(=O)N1CCN(S(=O)(=O)c2cccs2)CC1,4,1,0,1,4,0,0.6,3,2
Clc1ccc(OCCn2cnc3ccccc32)c(Cl)c1,-3,7,0,-3,1,6,0.3,5,3
COc1cc(C(=O)NCc2ccc(-c3nc4ccccc4s3)cc2)cc(OC)c1OC,-9,0,-2,2,-14,-1,1.9,1,-1

# Continuation.
smiles,Fam108B inh,GLD-1 TGE inh,PAFAH1B2 inh,AHR act,PME-1 inh,MCL1 BIM primary,MEX-5 binding,pPAFAH FP inh,Bcl-xL primary
COC(=O)c1ccccc1N1C(=O)C2C(C1=O)[C@H]1C=C[C@@H]2C1 (stereo not given in full),2,5,4,1,0,2,1.7,4,2
CC1CN(S(=O)(=O)c2ccc(CN3C(=O)c4cccnc4C3=O)cc2)c2ccccc2O1 (stereo not given),2,6,-5,1,-3,2,-0.1,3,9
CCCCOc1cccc(C(=O)Nc2ccc(S(=O)(=O)Nc3cc(C)on3)cc2)c1,-6,7,2,2,-6,2,1.0,4,-1
COc1ccc(C)cc1NC(=O)CNC(C)C(=O)Nc1ccc(C(C)=O)cc1 (stereo not given),-2,-2,11,3,-1,-12,-4.6,-6,-3
COC(=O)C1=C(C)NC(=O)NC1c1c(O)ccc2ccccc12 (stereo not given),1,2,5,9,1,-9,-3.0,9,-2
C[C@H](CO)N1C[C@H](C)[C@@H](CN(C)C(=O)NC2CCCCC2)Oc2c(NC(=O)c3ccncc3)cccc2C1=O,x,-2,7,-1,x,x,x,4,x
CCC(OC(=O)c1ccco1)C(=O)NCc1ccc2c(c1)OCO2 (stereo not given),5,-2,-9,-3,3,3,-0.3,3,4
CC(=O)Nc1cccc(C(=O)N/N=C/c2cccc(C)n2)c1,3,6,-1,9,-1,3,-1.2,2,5
COc1cccc(NC(=O)N2CCC(C(=O)Nc3ccc(C)cc3C)CC2)c1,-1,6,-1,1,0,5,-3.9,-1,5
O=C(Nc1ccc2nc(-c3ccc(Br)o3)[nH]c2c1)c1ccco1,-2,-1,1,-13,-7,-6,-6.1,10,0
CC(=O)N1CCc2cc(Br)cc(S(=O)(=O)CCC(=O)Nc3c(C)n(C)n(-c4ccccc4)c3=O)c21,-1,0,4,0,1,-2,1.4,8,-1
CCC(C)Nc1nc(Cl)nc(N(C#N)CN2C(=O)c3ccccc3S2(=O)=O)n1 (stereo not given),5,2,3,0,3,-2,0.4,1,3
COc1cccc(N2CCN(C(=O)c3nc4nc(C)cc(C)n4n3)CC2)c1,3,-2,3,-1,2,-10,-1.3,3,1
O=C(/C=C/Nc1ccc(Br)cn1)c1cccc(OC(F)F)c1,x,9,0,2,-11,-13,x,5,-7
COc1cc(OC)cc(C(=O)Nn2cc(C(=O)Nc3c(F)cccc3F)c3ccccc3c2=O)c1,-1,3,0,37,-4,5,2.9,7,3
COc1ccc(-c2noc(N3CCCC(C(=O)Nc4ccc(F)cc4F)C3)n2)cc1 (stereo not given),-6,1,4,6,-1,-1,-1.0,3,-5

# Screens deposited in PubChem BioAssay by several laboratories.
